MDM2 E3 inh: MDM2-luciferase reporter signal enhancers, primary screen, MDM2 E3 ligase inhibitor project, cell-based, luminescence, 1536-well; cell-based MDM2 ubiquitination luciferase reporter, 2 h; 0 = plate control, 100 = twice control, blank-subtracted; signal enhancement, % at 5 µM; 210,000 tested, 0.11% active; AID 1230, 2008;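 active = signal enhancement of 30% or more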;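 also: luminescence tracks abundance of the self-degrading MDM2-luciferase fusion protein; higher signal means inhibition of MDM2 E3 ligase activity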
Target sequence (Q00987 whole entry, looked up, the tested form may be a part): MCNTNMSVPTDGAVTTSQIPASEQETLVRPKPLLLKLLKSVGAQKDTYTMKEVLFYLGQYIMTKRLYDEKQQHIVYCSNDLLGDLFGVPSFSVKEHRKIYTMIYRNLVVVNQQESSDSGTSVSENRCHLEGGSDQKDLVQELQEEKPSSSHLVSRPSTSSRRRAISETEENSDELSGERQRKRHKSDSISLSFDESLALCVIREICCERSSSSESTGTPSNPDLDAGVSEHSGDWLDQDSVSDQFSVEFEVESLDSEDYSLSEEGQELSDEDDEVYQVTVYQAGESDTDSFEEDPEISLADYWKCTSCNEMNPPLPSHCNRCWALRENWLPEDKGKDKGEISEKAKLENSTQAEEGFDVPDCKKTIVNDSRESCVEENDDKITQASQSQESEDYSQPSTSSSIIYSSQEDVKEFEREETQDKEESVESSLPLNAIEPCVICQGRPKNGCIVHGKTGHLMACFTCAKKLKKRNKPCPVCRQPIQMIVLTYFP
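Assay system: mammalian cells stably expressing self-ubiquitinating, self-degrading MDM2 E3–luciferase fusion. Quantity: 2000 cells in each well. Medium: DMEM culture medium. Compound dosing: single-point 5 µM. Timing: cell settling 4 h, compound treatment 2 h, both 37 °C. Technique: luciferase luminescence. Read-out basis: percent signal gain over controls, blank-subtracted. Benchmarks: plate controls and plate blanks.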
p47phox inh: p47phox/p22phox peptide binding inhibitors, primary screen, biochemical, uHTS, NADPH oxidase regulatory subunit. 220,000 tested, 0.53% active. fluorescence polarization, 2 h. Neutrophil cytosol factor 1 (Homo sapiens), P14598. inhibition, % at 24.7 µM. AID 1274, 2008;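 active = inhibition above about 30%, limit read from the data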;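 also: 0% = p47phox with labelled peptide and 100% = labelled peptide alone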
TRPML3 ag: human TRPML3 channel agonists, primary screen, cell-based, HEK293 TRPML3-YFP, Fluo-8 calcium fluorescence, 3 µM | 220,000 tested, 0.29% active | 100% = the carbachol control signal | activation, % at 3 µM | AID 1448, 2008 | Mucolipin-3 (Homo sapiens), Q8TDD5;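 active = activation above its plate's cutoff, the mean activation of the plate's test wells plus 3 SD, cut at about 12% in these data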;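 also: 0% = DMSO only wells and 100% = carbachol wells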
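Material: HEK293 cells stably carrying human TRPML3-YFP; compound dosing: single dose, 3 µM final nominal compound, 0.3% DMSO final; incubation: 1-h 37 °C dye load, 5-s basal, 120-s post-compound reads; technique: Fluo-8 intracellular calcium fluorescence, excitation 470-495 nm, emission 515-575 nm; read-out basis: percent activation from peak-to-basal fluorescence ratio, scaled between DMSO and carbachol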
CHOP inh: inhibitors of CHOP promoter induction, primary screen, cell-based, unfolded protein response, luciferase reporter. inhibition, % at 10 µM. 220,000 tested, 3.8% active. CHO-K1 CHOP-promoter luciferase, tunicamycin-induced, 15-18 h;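 active = compounds that reduced the stress-induced luciferase reporter signal by more than about 70% of percent inhibition, limit read from the data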;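 also: 0% = tunicamycin plus vehicle and 100% = wells without tunicamycin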
EBV gp42 inh: Epstein-Barr virus gp42 inhibitors, primary screen, biochemical, uHTS, fluorescence polarization; Fluorescence polarization binding assay, mP read-out; inhibition, % (tested at 21.74 µM); 220,000 tested, 0.42% active; AID 1085, 2008; in the data active = inhibition above about 50%
Target sequence (Q1HVG2 whole entry, looked up): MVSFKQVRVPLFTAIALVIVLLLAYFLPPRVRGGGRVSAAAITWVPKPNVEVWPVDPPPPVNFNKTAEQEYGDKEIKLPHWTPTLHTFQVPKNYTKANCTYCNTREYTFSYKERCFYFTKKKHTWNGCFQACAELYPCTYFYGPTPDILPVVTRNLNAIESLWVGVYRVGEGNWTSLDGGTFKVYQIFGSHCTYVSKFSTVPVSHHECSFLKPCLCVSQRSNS
TNF death inh: inhibitors of TNF-alpha triggered necroptosis, primary screen, cell-based, Jurkat FADD-/-, single concentration; activation (protection from cell death), % at 10 µM; 220,000 tested, 0.068% active; Jurkat FADD-/- TNF necroptosis rescue, ATP luminescence, 24 h; 0 = TNF only, 100 = no-TNF cells;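 active = activation, meaning protection from cell death, of at least 50% relative to plate controls; inactive = activation below 50%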;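 also: necroptosis triggered by 40 ng/mL TNF-alpha added together with compound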
PPC-1+TRAIL kill: compounds killing PPC-1 cancer cells with TRAIL present, primary screen, TRAIL potentiator project, ATPLite luminescence, uHTS. PPC-1 cells + TRAIL, ATPLite viability luminescence. cell killing (% activity), % at 4 µM. 220,000 tested, 0.41% active;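 active = cell killing above 50% in the first pass at 4 µM, then a duplicate retest at 5 µM averaging 50% or more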;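 also: plate controls were cells with TRAIL plus DMSO for no effect and medium-only wells lacking cells for full effect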
Runt-SMMHC FRET: inhibitors of RUNX1 Runt–CBFb-SMMHC binding, primary screen, biochemical, FRET, Cerulean-Runt, Venus-CBFb-SMMHC, uHTS | Runt-related transcription factor 1 (Homo sapiens) + Core-binding factor subunit beta … | 220,000 tested, 0.74% active | Cerulean-Runt/Venus-CBFb-SMMHC FRET ratio 530/480, 1 h | AID 1434, 2008 | inhibition, % at 20 µM;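 active = mean inhibition across duplicate retests at 20 µM reaching about 50%, limit read from the data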;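 also: 0% = DMSO wells and 100% = wells with excess untagged CBFb-SMMHC; inhibitors lower the FRET ratio by blocking Runt binding to CBFb-SMMHC; some results filed as inactive read as strong as hits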
zfTRPN1 agonist: zebrafish TRPN1 channel agonists, primary screen, cell-based, HEK293, calcium fluorescence; HEK293 zebrafish TRPN1-YFP, Fluo-8 calcium fluorescence; 100% = response to 87 µM carbachol; activation, % at 3 µM; 220,000 tested, 0.18% active; AID 1424, 2008;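 active = activation above its plate's cutoff, the mean activation of test wells on that plate plus 3 SD, cut at about 19% in these data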;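 also: 0% = DMSO alone and 100% = 87 µM carbachol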
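Material: zebrafish TRPN1-YFP in HEK293 cells; Doses: single test compound dose, 3 µM nominal, 0.3% DMSO; Timing: dye loading 1 h at 37 °C, then 30 min room temperature; Technique: intracellular calcium fluorescence with Fluo-8; Benchmarks: high carbachol 87 µM, low DMSO alone.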
Numbers without * were called inactive; x = no result given.

entry	Compound	MDM2 E3 inh	p47phox inh	TRPML3 ag	CHOP inh	EBV gp42 inh	TNF death inh	PPC-1+TRAIL kill	Runt-SMMHC FRET	zfTRPN1 agonist
1	O=C(CC1CS(=O)(=O)CC1CC(=O)Nc1ccc2c(c1)OCCO2)Nc1ccc2c(c1)OCCO2 (centres undefined)	-53.0	-6.2	0.3	-8.1	-0.9	2.1	19.3	-6.4	0.9
2	CCC(c1nnnn1C(C)(C)CC)N1CCN(c2ccccc2F)CC1 (centres undefined)	-6.5	-1.3	0.3	35.6	-2.7	0.0	5.5	1.0	0.2
3	CCN(CC)CCC(c1ccc(N(C)C)cc1)c1c(OC)cc(OC)c2c(-c3ccccc3)cc(=O)oc12 (centres undefined)	-8.0	-6.5	x	24.3	-12.1	-11.4	3.2	1.8	x
4	Cn1c(N)c(C(=O)CSc2nc(N)cc(=O)[nH]2)c(=O)n(C)c1=O	x	-8.6	-0.4	1.2	-25.1	-0.9	7.5	-0.4	-0.2
5	CCCCn1c(N)c(N(Cc2ccccc2OC)C(=O)COc2ccccc2C#N)c(=O)[nH]c1=O	-6.1	-11.4	0.1	14.0	-11.4	1.6	-3.7	-1.4	-1.6
6	Cc1ccccc1C(=O)N1CCC(C(=O)N2CCN(S(=O)(=O)c3ccccc3F)CC2)CC1	20.6	-3.3	1.4	0.8	-30.1	0.3	5.3	-1.3	3.1
7	CCNC(=S)NNC(=O)C1CCCCC1	4.2	-12.0	1.2	15.5	-20.6	0.2	0.5	-4.4	0.5
8	COc1ccc(CN(C(=O)Cn2nnc(-c3ccc(C)o3)n2)C(C(=O)NCC2CCCO2)c2ccco2)cc1 (centres undefined)	4.6	0.3	-1.1	0.1	-11.5	-0.2	x	x	-0.1
9	O=C(Nc1nnc(C2COc3ccccc3O2)o1)c1ccc(F)cc1 (centres undefined)	-12.6	-16.4	-0.3	-10.9	-11.5	-2.4	12.1	-1.0	-0.9
10	Cc1ccc(NC(=O)CSc2n[nH]c(-c3ccncc3)n2)cc1	-10.9	-11.1	0.1	-19.7	-4.6	-1.5	9.3	-0.1	0.5
11	O=[N+]([O-])c1ccc(N2CCCCC2)cc1N1CCOCC1	-4.3	-3.1	-0.2	28.9	5.4	-2.3	6.9	-3.5	1.3
12	Cc1ccnc2nc(C(=O)OCC(=O)c3c[nH]c4ccccc34)nn12	-5.1	-37.4	0.7	8.7	-11.1	1.9	-16.8	-0.1	1.1
13	COc1cc(C2C(C(C)=O)=C(O)C(=O)N2c2ccc(C)cc2)ccc1O (centres undefined)	-11.7	-7.5	0.7	-0.6	-15.1	-0.1	0.2	-7.6	0.1
14	CCOc1ccc(N2CC(=O)Nc3ccccc3NCC2=O)cc1	x	-1.9	-0.5	17.3	-1.0	-1.6	5.9	0.1	-1.3
15	COC(=O)c1cc(OC)c(OC)cc1NC(=O)c1ccoc1C	-86.0	-0.9	-0.2	-14.4	-3.6	-0.8	0.5	-0.1	0.1
16	Cc1cccc(N(CC(=O)NCCSCc2ccccc2)S(C)(=O)=O)c1C	-15.7	4.7	0.2	21.3	3.1	1.5	15.4	2.5	-0.9
17	Cc1ccc(/C=N/NC(=O)c2ccccc2OCc2ccc(F)cc2)o1	-21.0	6.0	-1.5	-1.8	-1.2	-1.0	13.8	-3.5	-3.0
18	CCCC(=O)Nc1ccc2c(c1)C(=O)NC2=O	-10.2	-18.5	-0.1	17.9	-22.3	0.5	-1.7	0.0	-0.8
19	CC1(C)CC(=O)C2=C(C1)OC(N)=C(C#N)C2c1cccc(OC(=O)c2ccco2)c1 (centres undefined)	-7.4	-1.5	-1.6	2.6	-7.0	-1.0	13.9	-2.5	-1.5
20	CCOC(=O)C(=O)Nc1nccs1	-1.7	2.5	1.1	0.2	-9.3	-0.2	11.7	-0.9	0.5
21	COCC(=O)NC1CC2CCCC(C1)N2Cc1ccccc1 (centres undefined)	-13.7	-14.1	1.2	12.5	-10.0	0.1	-18.0	-0.3	1.3
22	CN(C)CCNc1nc(-c2ccccc2)c2c(c1C#N)CC(C)(C)OC2	-10.2	-1.6	0.9	-0.5	-15.4	-0.1	4.7	-1.0	0.1
23	Brc1ccc(-c2cnc(-c3cccs3)o2)cc1	31.7*	-11.3	0.3	25.4	-4.4	-0.5	6.9	-1.3	0.1
24	Cc1ccc2nsnc2c1S(=O)(=O)NCc1ccncc1	-29.9	-5.1	0.9	5.3	1.6	-3.2	5.1	-1.5	3.2
25	Cc1ccc(C(=O)NCC(=O)NCC(=O)OCC(=O)c2cccs2)cc1	-11.5	-14.4	0.9	29.6	-5.4	0.9	6.0	-1.1	0.2
26	Cc1ccc(C23CC4CC(CC(CC(=O)N5CCOCC5)(C4)C2)C3)cc1	-7.4	11.0	-1.2	59.2	0.4	-2.1	-3.1	-15.3	-1.0
27	Cc1ccc2nc(N(CCN(C)C)C(=O)/C=C/c3cccs3)sc2c1	-16.8	2.6	1.5	60.1	11.3	8.6	31.0	-2.6	0.4
28	O=C(NC1CCCCC1)c1cc(C(=O)c2ccccc2Br)c[nH]1	-20.5	-3.1	0.1	27.9	1.5	-0.1	0.1	0.6	-0.4
29	Brc1ccc(Sc2cnc3ccccc3n2)cc1	8.7	1.6	1.5	66.6	-0.3	-0.4	10.3	0.1	0.2
30	O=C(c1ccc([N+](=O)[O-])cc1)N1CCN(c2cccc3[nH]ccc23)CC1	1.1	-4.1	0.7	-13.3	0.7	0.0	-11.6	3.4	0.8
31	COC(=O)C1CCN(Cc2cn(-c3ccccc3)nc2-c2ccc3c(c2)OCO3)CC1	-5.8	-4.2	0.8	7.7	-10.3	2.1	0.0	-1.6	1.1
32	COc1ccc(CCn2c(C)cc3c(c2=O)C(c2ccncc2)C(C#N)=C(N)O3)cc1OC (centres undefined)	-28.1	-3.0	-0.1	30.7	-7.4	-2.7	-0.9	-2.2	0.6
33	COc1ccc2nc(N/C(N)=N/S(C)(=O)=O)nc(C)c2c1	-11.9	-4.1	0.8	-13.5	-9.9	0.1	-13.9	2.1	0.8
34	COc1ccc(C(=O)CSc2nnc(CNc3nc(-c4ccccc4)cs3)n2C)cc1	23.7	-39.0	-0.4	46.1	-29.3	-1.0	8.6	-8.0	0.0
35	O=C(N/N=C/c1ccncc1)c1nc2ccccc2c(=O)[nH]1	-7.6	-6.2	0.3	-15.7	-8.1	0.5	5.3	-0.1	-0.8
36	CC(C)(NO)/C(=N/O)c1cccs1	-15.6	-16.7	0.1	58.0	-7.5	-2.2	9.5	0.9	0.7
37	COc1ccc(NC(=O)CC#N)cc1OC	-0.7	-11.6	0.0	-29.5	-7.7	-0.3	10.5	-6.0	0.2
38	OCCN1CCN(c2ncnc3c2c(-c2ccccc2)cn3-c2ccc(Br)cc2)CC1	1.8	1.0	0.7	69.1	-18.7	9.2	23.1	-3.6	1.9
39	CCC1C(=O)N=C(SCC(=O)NC2CCCCC2)NC1=O (centres undefined)	-0.9	-2.6	0.8	-8.0	-2.9	0.6	1.1	-3.3	0.4
40	O=S(=O)(Nc1cccc(C(F)(F)F)c1)c1cccnc1	-25.3	-11.7	0.2	-4.2	-13.0	-0.6	3.4	1.1	1.2
41	O=C(O)C1CC=CCC1C(=O)NNS(=O)(=O)c1ccccc1 (centres undefined)	-2.6	-1.4	1.4	-14.8	3.3	1.5	9.6	-4.1	0.6
42	CC(=O)c1cccc(NC(=S)NC2CC2)c1	-12.3	-5.0	0.2	12.3	-12.2	-0.2	2.6	-1.6	0.0
43	CCCCCCNc1nc(Cl)nc(NC(C)(C)CO)n1	-10.6	-0.5	-0.7	7.6	-12.9	4.8	10.9	-0.1	-1.6
44	Cc1cccc(C(=O)N[C@H](C(=O)Nc2nc(C)cs2)C(C)C)c1	-1.1	-1.4	0.2	13.9	-14.4	2.7	15.2	-1.1	0.3
45	O=C(c1ccc(Cl)cc1)c1cc(-c2ccccn2)c(N2CCOCC2)s1	-7.0	-3.5	0.5	57.2	-11.3	-4.4	14.2	-15.1	1.7
46	Cc1cccnc1NCc1ccc(O)c2ncccc12	-8.0	-11.2	-0.7	-44.5	1.2	-10.7	0.9	-0.3	0.8

Shown with two lines to a compound: part of the list above.
Order of results – MDM2 E3 inh, p47phox inh, TRPML3 ag, CHOP inh, EBV gp42 inh, TNF death inh, PPC-1+TRAIL kill, Runt-SMMHC FRET, zfTRPN1 agonist
#41 O=C(O)C1CC=CCC1C(=O)NNS(=O)(=O)c1ccccc1 (centres undefined)
  -2.6, -1.4, 1.4, -14.8, 3.3, 1.5, 9.6, -4.1, 0.6
#42 CC(=O)c1cccc(NC(=S)NC2CC2)c1
  -12.3, -5.0, 0.2, 12.3, -12.2, -0.2, 2.6, -1.6, 0.0
#43 CCCCCCNc1nc(Cl)nc(NC(C)(C)CO)n1
  -10.6, -0.5, -0.7, 7.6, -12.9, 4.8, 10.9, -0.1, -1.6

High-throughput results from PubChem.
